# DAGLB inh: DAGLB lipase inhibitors, primary screen, biochemical, fluorescence, HTS; Diacylglycerol lipase-beta (Homo sapiens), Q8NCG7; HEK293T DAGLB membrane lysate, EnzChek fluorogenic substrate; inhibition, % at 5.17 µM; hit rate 0.059% among 340,000; in the data active = inhibition above about 34%;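 note: 0% = enzyme with vehicle and 100% = wells lacking enzyme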
# RTF Ca sens inh: cardiac RTF calcium sensitivity inhibitors, primary screen, biochemical, IANBD-TnC fluorescence, EC70 calcium | inhibition, % at 7.15 µM | IANBD-labeled cardiac RTF, Ca2+ fluorescence | Troponin I, cardiac muscle (Homo sapiens) + Troponin T, cardiac muscle (Homo sapiens) + … | hit rate 0.12% among 340,000;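 active = inhibition above the mean inhibition of all tested compounds plus 3 SD, cut at about 17% in these data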;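 note: assay run at fixed EC70 calcium of 1.6 mM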
# V-ATPase pH: regulators of yeast V-ATPase proton pumping, primary screen, pHLuorin cytosolic pH fluorescence. S. cerevisiae. response, % at 10 µM. hit rate 0.37% among 350,000. AID 504577, 2011; in the data active = response mostly above about 7.3%, no sharp cut-off; inactive = mostly below about 5.4%; note: actives read high; inactives centre near 0; some compounds called inactive have numbers as strong as hits
# CAL PDZ FP-1: CAL PDZ peptide-binding inhibitors, primary screen, biochemical, fluorescence polarization, Cer-tagged CAL PDZ, HTS. AID 504414, 2011. inhibition, % at 20 µM. purified CAL PDZ, TMR-peptide fluorescence polarization, 1 h. hit rate 0.02% among 330,000. Golgi-associated PDZ and coiled-coil motif-containing protein (Homo sapiens), Q9HD26;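 active = highest replicate inhibition of at least 40%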;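 note: plate controls were DMSO neutral control wells for no effect and unlabeled competitor peptide control wells for full effect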
#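 material = purified tagged CAL PDZ domain construct (CerCALP) | buffer or medium = sodium phosphate/NaCl buffer pH 7.4 with TCEP, IgG, Thesit | reagent = TMR-labelled reporter peptide T*-PRC34 bound in PDZ groove | incubation = 1 h room-temperature incubation prior to read | measured by = fluorescence polarization (mP) | evaluation = percent inhibition from loss of millipolarization | control set = unlabelled peptide and DMSO controls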
# DSG3 Ab inh: inhibitors of pemphigus antibody binding to DSG3, primary screen, biochemical, bead-based, flow cytometry, scFv-GFP; DSG3-coupled beads, scFv-anti-DSG3-GFP binding; stronger effect = lower value; hit rate 0.48% among 310,000; binding (percent of control), % at 10 µM; Desmoglein-3 (Homo sapiens), P32926;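 active = binding more than 3 SD below its plate's average and above zero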; note: some compounds called inactive have numbers as strong as hits
# C-LANA FP: inhibitors of KSHV C-LANA binding to DNA, primary screen, biochemical, fluorescence polarization, FAM-LBS DNA, MBP-C-LANA, single point | inhibition, % at 9 µM | hit rate 0.078% among 340,000 | AID 504423, 2011 | Kaposi's sarcoma herpesvirus LANA C-terminal domain (residues 932-1162) DNA binding;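 active = highest replicate inhibition at or above 60% at 9 µM, even if other replicates fall short; inactive = all replicates below 60% inhibition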;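 note: 0% = neutral control wells and 100% = 4 µM acridine orange control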
# Keap1-Nrf2 PPI: Keap1-Nrf2 protein-protein interaction inhibitors, primary screen, biochemical, fluorescence polarization, single point; Keap1 Kelch-Nrf2 peptide fluorescence polarization, 1536-well; inhibition, % at 9.4 µM; hit rate 0.15% among 340,000; in the data active = inhibition above about 12%;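 note: human Keap1 Kelch domain with fluorescein labeled Nrf2 9mer peptide probe; 0% = neutral control wells and 100% = peptide positive control; higher means more block of Keap1 binding to Nrf2 peptide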
# Arrestin-AP2 inh: inhibitors of beta-arrestin/AP2 binding, primary screen, biochemical, GPCR trafficking, flow cytometry; inhibition, % at 10 µM; hit rate 0.31% among 340,000; FITC-arrestin peptide / GST-AP2 beads; AP2 beta2 appendage carries R879A mutation;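 active = inhibition above a set limit, near 3 SD of compounds lacking own fluorescence, cut at about 54% in these data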;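 note: plate controls were DMSO wells for no effect and 5 µM unlabelled arrestin peptide for full effect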
#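 system = GST-tagged AP2 beta2-adaptin appendage (R879A) on 4 µm glutathione beads | reagent = FITC-labelled arrestin peptide probe, 50 nM final | schedule = compound with beads 12 min RT, then probe 1 h RT | signal = HyperCyt-sampled flow cytometry, FL1 channel, ex 488/em 535 nm | read-out = percent response from loss of bead-bound FITC fluorescence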
# NSD2 HMT inh: NSD2 histone methyltransferase inhibitors, primary screen, biochemical, AlphaScreen, single concentration, set 2. Histone-lysine N-methyltransferase NSD2 (Homo sapiens), O96028. NSD2 peptide methylation, 120 min. inhibition, % at 12.5 µM. hit rate 0.54% among 310,000; in the data active = inhibition above about 50%
# Target sequence (O96028 whole entry, looked up): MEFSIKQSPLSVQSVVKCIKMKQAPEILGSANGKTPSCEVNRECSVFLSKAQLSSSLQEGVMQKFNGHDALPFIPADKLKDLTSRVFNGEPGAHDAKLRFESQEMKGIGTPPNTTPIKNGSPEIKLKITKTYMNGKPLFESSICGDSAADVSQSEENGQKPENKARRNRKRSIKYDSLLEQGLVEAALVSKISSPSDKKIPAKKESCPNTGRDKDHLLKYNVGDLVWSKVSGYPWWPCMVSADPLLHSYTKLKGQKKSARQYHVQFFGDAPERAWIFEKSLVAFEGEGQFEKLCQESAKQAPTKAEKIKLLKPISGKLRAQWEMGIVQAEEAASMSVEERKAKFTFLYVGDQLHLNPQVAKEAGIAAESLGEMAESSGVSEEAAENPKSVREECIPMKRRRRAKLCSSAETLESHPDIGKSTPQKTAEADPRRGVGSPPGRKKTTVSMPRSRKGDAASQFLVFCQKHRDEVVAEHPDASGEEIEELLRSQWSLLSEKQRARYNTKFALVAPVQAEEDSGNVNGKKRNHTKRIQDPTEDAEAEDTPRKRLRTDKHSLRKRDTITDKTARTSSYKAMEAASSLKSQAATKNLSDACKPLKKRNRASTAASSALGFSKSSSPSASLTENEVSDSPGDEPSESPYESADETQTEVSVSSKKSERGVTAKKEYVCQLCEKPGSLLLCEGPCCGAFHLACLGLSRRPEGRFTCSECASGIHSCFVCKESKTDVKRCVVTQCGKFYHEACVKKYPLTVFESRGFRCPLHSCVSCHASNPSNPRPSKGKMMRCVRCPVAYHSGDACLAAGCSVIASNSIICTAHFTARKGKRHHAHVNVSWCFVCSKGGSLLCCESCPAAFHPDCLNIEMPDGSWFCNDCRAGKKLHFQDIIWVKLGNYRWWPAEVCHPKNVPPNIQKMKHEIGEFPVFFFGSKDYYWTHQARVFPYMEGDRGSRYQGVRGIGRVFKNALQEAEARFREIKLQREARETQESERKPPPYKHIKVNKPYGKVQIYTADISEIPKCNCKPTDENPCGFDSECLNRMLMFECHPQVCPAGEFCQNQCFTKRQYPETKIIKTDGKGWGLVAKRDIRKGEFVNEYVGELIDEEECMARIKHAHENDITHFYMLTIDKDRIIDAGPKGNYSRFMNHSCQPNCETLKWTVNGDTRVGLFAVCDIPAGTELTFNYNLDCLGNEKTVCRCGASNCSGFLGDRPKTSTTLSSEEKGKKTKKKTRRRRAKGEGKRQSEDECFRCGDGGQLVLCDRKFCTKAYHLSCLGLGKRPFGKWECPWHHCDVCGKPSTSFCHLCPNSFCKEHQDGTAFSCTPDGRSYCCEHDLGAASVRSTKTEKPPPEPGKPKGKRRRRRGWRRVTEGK
# CAL PDZ FP-2: untagged CAL PDZ binding inhibitors, primary screen, biochemical, fluorescence polarization, HTS; AID 602252, 2012; inhibition, % at 24.9 µM; purified CAL PDZ, TMR-peptide fluorescence polarization, 1 h; hit rate 0.92% among 300,000; Golgi-associated PDZ and coiled-coil motif-containing protein (Homo sapiens), Q9HD26;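 active = mean inhibition of at least 30% with at least half of replicates also reaching 30%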;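 note: 0% = DMSO neutral control and 100% = excess unlabeled competitor peptide PRC23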
# Numbers without * were called inactive; . = no result given. Some of the compounds tested; count on the stated rates, not on these rows.
smiles	Arrestin-AP2 inh	Keap1-Nrf2 PPI	DSG3 Ab inh	C-LANA FP	CAL PDZ FP-2	V-ATPase pH	CAL PDZ FP-1	DAGLB inh	RTF Ca sens inh	NSD2 HMT inh
Cc1cccc2cc(C(c3nnnn3C3CCCC3)N3CCOCC3)c(=O)[nH]c12 (stereo not given)	8	-4	100	0.2	0	7	-0.6	1	-2	0
Cc1ccc(OCC(=O)Nn2cnnc2)c(Br)c1	0	-1	107	-0.7	-2	2	-0.6	3	-5	-3
Cc1ccc(NS(=O)(=O)c2c(C)noc2C)cc1	0	-5	.	-2.7	-5	-4	0.0	0	-3	3
O=C(O)c1ccccc1SCc1csc(-c2ccccc2)n1	5	0	98	0.5	-5	1	-1.5	-1	-9	4
COc1ccccc1NC(=O)CSc1nc(N)c(C#N)cc1C#N	3	-17	107	-0.3	1	4	-1.9	.	.	0
COc1ccc(-n2c(=O)c3ccccc3n(Cc3ccc(F)cc3)c2=O)cc1OC	5	2	101	0.0	-1	-5	-3.0	-1	5	2
COc1ccc(CNS(=O)(=O)c2ccc3oc(C(=O)O)c(C)c3c2)cc1	21	-2	100	1.9	-5	1	.	-2	5	0
CSc1ccc(CNCc2ccc3c(c2)OCO3)cc1	2	-1	105	1.9	0	0	0.0	-2	3	9
CCN(CC(=O)NCc1cccs1)C(=O)CCc1c[nH]c2ccccc12	15	-6	89	-0.4	-1	-5	-0.5	1	-3	-2
CCc1noc(C)c1C(=O)Nc1ccc(F)c(F)c1F	-11	2	111	0.4	1	-2	-1.4	2	-5	7
CCOc1cc(/C=C2\C(=O)N(Cc3ccc(C)cc3)C(C)=C2C(=O)OC)ccc1O	13	0	.	0.4	6	1	-0.3	6	-16	5
O=C1CCC(=O)N1c1nc2nc(-c3ccccc3)cc(=O)n2[nH]1	16	-3	.	-0.9	-3	-2	0.8	3	-2	.
Cc1ccc(-n2nc3c(c2NC(=O)c2ccco2)CS(=O)C3)c(C)c1 (stereo not given)	21	4	101	-0.9	1	0	-2.0	-3	0	0
Cc1ncc(CO)c2cc(C(=O)Nc3cccc(F)c3)c(=Nc3cccc(C(N)=O)c3)oc12	-10	1	90	-0.1	-2	-2	0.3	-2	-3	-2
COCCCNc1nc(SCc2ccccc2)nc2sc3c(c12)CCC3	9	-3	.	-1.5	0	7	-2.5	-7	4	11
O=C(CNC(=O)c1ccccc1Cl)N/N=C/c1ccc2c(c1)OCO2	-4	0	99	0.5	96*	-1	-2.0	2	-2	0
CCCOc1ccc(C(=O)N2CCCc3ccccc32)cc1	23	0	104	0.2	0	4	-0.5	-10	-3	-6
CO/N=C/c1ccc(Sc2ccccc2N)c([N+](=O)[O-])c1	-10	-2	100	-0.3	-1	-1	-1.5	-2	2	21
CC(C)CC(C(=O)Nn1cnnc1)N1C(=O)c2ccccc2C1=O (stereo not given)	-9	2	84	1.3	-2	1	-2.2	2	11	0
C[C@@H](NC(=O)[C@@H]1Cc2ccccc2CN1C(=O)OC(C)(C)C)C(=O)NCC1CCCO1 (stereo not given in full)	4	0	104	2.2	-2	0	-1.3	2	-6	-3
CC(C)NC(=O)c1ccc(OC2CSC2)cc1	-5	-1	108	1.2	-4	-1	-3.1	-2	-1	-2
Cc1c(C#N)c2ccccc2n1CC(=O)NCC1CCCO1 (stereo not given)	6	-6	81	0.9	-3	-2	-2.4	-1	-17	-3
Cc1ccnc(NC(=O)c2cccc3ccccc23)c1	3	0	99	-0.7	0	-4	-0.5	-1	-1	-1
C/C(=N/NC(=O)CN1CCN(Cc2ccccc2)CC1)c1ccc([N+](=O)[O-])cc1	4	-3	101	-0.2	-7	-1	0.4	0	6	1
CCC(C)[C@H](NC(=O)OC(C)(C)C)c1nnc(SCc2c(C)[nH]c(=O)[nH]c2=O)o1 (stereo not given in full)	-2	-5	108	0.6	-4	1	-0.4	2	-5	2
CCOC(=O)N1CCC(N2CCN(S(=O)(=O)c3ccc([N+](=O)[O-])cc3)CC2)CC1	-5	1	98	0.3	-3	-3	-1.6	-4	-7	-4
CN(C)c1ccc(C=Cc2ccnc3c(O)cccc23)cc1	.	.	121	.	.	1	.	-2	.	2
Cc1n[nH]c(=S)n1/N=C/c1ccccc1	-8	-6	124	-1.3	-1	5	-2.2	-1	-2	21
CCOC(=O)c1cn(-c2nc(-c3ccc(Cl)c(Cl)c3)cs2)c2c(F)c(N3CCOCC3)c(F)cc2c1=O	-7	-1	94	-2.2	-2	2	-0.9	0	-6	.
O=C(c1ccc2c(c1)CCN2S(=O)(=O)c1ccccc1)N1CCN(c2ccccc2)CC1	0	3	98	-1.4	4	-1	0.0	4	-6	-3
CCNC(=O)c1cc2ccccc2o1	-2	3	85	-0.6	-1	3	-1.7	-2	-11	-2
CCOC(=O)CSc1nc(=O)n2ccc(C)cc2n1	9	-1	94	-1.5	-4	-4	-0.4	-1	-1	-2
C=CCNC(=O)C1COc2ccccc2O1 (stereo not given)	-6	0	97	-2.5	-2	0	-0.2	-2	5	-2
O=c1ccc(/C=C/c2ccccc2)nn1Cc1ccc(F)cc1	-6	-4	103	1.8	-6	0	-0.9	0	-3	1
COc1ccc(NC(=O)C(Sc2nnc(-c3ccncc3)n2-c2ccccc2C)c2ccccc2)cc1Cl (stereo not given)	-20	-4	99	-1.1	-3	7	-0.7	-1	-2	10
Cc1cccc(NC(=O)c2cccnc2)c1	0	-3	88	2.4	-2	0	-0.7	3	-3	-4
COc1cccc(C2NC(=O)c3ccccc3O2)c1OCc1ccccc1F (stereo not given)	-1	-2	103	1.9	-5	-3	-0.8	1	-9	0
COc1ccc(NC(=O)c2cc3ccccc3o2)cc1	8	-5	115	-0.3	-2	3	-1.4	1	-14	-2
Cc1cccc(N2CCN(C(=S)c3ccc(-c4ccccc4[N+](=O)[O-])o3)CC2)c1	7	-2	101	1.3	-2	1	0.2	-2	-7	1
Cc1ccc(NC(=O)CN2C(=O)NC(Cc3ccccc3)C2=O)cc1 (stereo not given)	5	1	.	0.1	2	0	.	-2	-14	.
O=C(CSc1ncccn1)Nc1ccc(N2CCOCC2)cc1	4	6	.	-0.1	4	0	-1.2	-3	-4	0
CNC(=S)NNC(=O)c1cccn(Cc2cccc(Cl)c2)c1=O	0	5	101	-0.1	.	-1	0.0	1	-6	-3
Fc1ccc(NC(=S)N2CCCC(c3ccccc3)=N2)cc1	20	-2	109	1.1	-1	0	-0.4	-7	2	-2
CN(C)S(=O)(=O)c1ccc(Oc2ccc(S(=O)(=O)N(C)C)cc2)cc1	-1	-3	102	-0.7	-1	2	-1.7	-3	4	.
S=C(NC12CC3CC(CC(C3)C1)C2)N1CCOCC1	-4	-1	101	2.3	0	1	-1.1	-1	-8	-5
Clc1cccc(-c2sc(Nc3ccccc3)n[n+]2-c2ccccc2)c1Cl	0	-3	109	1.2	-1	1	-0.3	1	10	.
O=C(CCN1C(=O)C2CCCCC2C1=O)Nc1nc2c(F)cc(F)cc2s1 (stereo not given)	12	6	.	0.9	-2	-3	0.2	3	-9	0
O=C(CNC(=O)c1ccc(Br)o1)NNC(=O)c1ccccc1O	-19	1	128	-1.3	-31	0	-1.6	2	-11	-7
CS(=O)(=O)N(CC(=O)N1CCCC1)c1ccc(Cl)c(Cl)c1	13	-1	108	-1.5	-1	4	-2.0	-2	1	-2
Cc1cc(=O)oc2cc(NC(=O)C(C)Oc3cccc(Cl)c3)ccc12 (stereo not given)	7	-3	100	1.0	-4	0	-2.3	-1	-11	2

# (listing goes on)
smiles	Arrestin-AP2 inh	Keap1-Nrf2 PPI	DSG3 Ab inh	C-LANA FP	CAL PDZ FP-2	V-ATPase pH	CAL PDZ FP-1	DAGLB inh	RTF Ca sens inh	NSD2 HMT inh
CC1=NN(c2ccc(C(=O)O)cc2)C(=O)/C1=C\c1ccc(OC(=O)c2cccs2)cc1	0	-5	101	7.0	-4	-1	0.3	-3	-3	24
CSCC[C@H](NC(=O)Cc1c(C)c2c(cc(C)c3c(C)coc32)oc1=O)C(=O)O	5	-1	98	3.1	-6	1	-1.7	0	-5	-2
COc1cccc(C(=O)O/N=C(\N)c2ccncc2)c1OC	16	1	88	-0.2	-2	-2	-2.2	-4	9	.
C=CCN(CC=C)S(=O)(=O)c1ccc(C(=O)Nc2sc3c(c2C(N)=O)CCCCC3)cc1	26	0	110	-5.0	0	-7	-0.4	1	-11	1
COc1ccc(N(CC(=O)NCc2ccc(C)cc2)S(=O)(=O)c2ccccc2[N+](=O)[O-])c(OC)c1	6	2	79	-2.3	.	-1	0.2	2	5	1
CCOC(=O)C1CCN(Cc2coc3ccc(Cl)cc3c2=O)CC1	3	-3	101	-0.1	-4	-2	-0.2	-4	-5	4
O=C(C(=NNc1ccccc1)c1ccccc1)c1ccccc1	-18	-2	99	-1.5	-4	-2	-0.8	-1	1	-4
FC(F)(F)c1nc2nc(Cl)c(Cl)nc2[nH]1	.	.	101	.	.	-3	.	5	.	-4
Cc1cc2c(n1-c1ccc(Br)cc1)CC(C)(C)CC2=O	10	-2	108	1.1	.	-1	-1.1	-2	-4	6
Cc1cc(C(=O)Nc2sc3c(c2C#N)CCCC3)no1	4	-2	103	0.8	-2	2	-0.5	-2	-2	10
COc1ccc(Cl)cc1NC(=O)CN(C)C(=O)Cn1cnc2c1c(=O)n(C)c(=O)n2C	2	-1	100	-0.8	-3	-4	-2.1	-4	-2	0
Cc1cccc(C)c1NC(=O)Nc1ccc2c(c1)OCO2	-9	0	84	-1.4	-2	-4	-2.5	-1	1	-2

# Screening data as filed in PubChem.
